Bioassay records from PubChem.
LANA DNA inh – inhibitors of KSHV LANA C-terminal domain DNA binding | actives 0.078% (n = 340,000) | inhibition, % at 9 µM | MBP-C-LANA/FAM-LBS DNA binding, fluorescence polarization;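 active means highest replicate inhibition at or above 60% at 9 µM, even if other replicates fall short; inactive means all replicates below 60% inhibition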;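 further: 0% = neutral control wells and 100% = 4 µM acridine orange control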
HTR5A inv ag – counter-screen for OPRM1-OPRD1 inverse agonists: human HTR5A inverse agonism. P47898. HTR5A cell line, luminescence. inhibition, % at 9.3 µM. actives 0.083% (n = 340,000). AID 504634; in the data active means inhibition mostly above about 23%, no sharp cut-off; inactive means mostly below about 18%;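 further: 0% = cells with DMSO and 100% = no-cell wells with DMSO; some compounds called inactive have numbers as strong as hits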
Target sequence (P47898 whole entry, looked up): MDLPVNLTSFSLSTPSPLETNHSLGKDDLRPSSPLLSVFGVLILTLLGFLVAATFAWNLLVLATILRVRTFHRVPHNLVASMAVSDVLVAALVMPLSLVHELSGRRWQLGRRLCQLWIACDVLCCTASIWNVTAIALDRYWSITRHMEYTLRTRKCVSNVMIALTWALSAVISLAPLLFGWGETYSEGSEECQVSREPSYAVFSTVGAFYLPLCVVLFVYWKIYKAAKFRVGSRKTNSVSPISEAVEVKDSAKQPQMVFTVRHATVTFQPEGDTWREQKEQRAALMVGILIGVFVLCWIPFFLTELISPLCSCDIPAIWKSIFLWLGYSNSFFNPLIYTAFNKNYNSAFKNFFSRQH
MOR-DOR inv ag – mu-delta opioid heterodimer inverse agonism; cell-based MOR-DOR heterodimer luminescence; inhibition, % at 9.3 µM; actives 0.21% (n = 340,000); AID 504357; in the data active means inhibition above about 22%, passing the limit was not always enough;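 further: 0% = cells with DMSO and 100% = wells without cells with DMSO; values of inactives mirror those of a sister screen read the other way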
HTR5A ag ctr – counter-screen for OPRM1-OPRD1 agonists: human HTR5A agonism; activation, % at 9.3 µM; actives 0.61% (n = 340,000); P47898; HTR5A agonist assay, luminescence, cell-based; in the data active means activation mostly above about 9.5%, no sharp cut-off; inactive means mostly below about 7.6%;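 further: 0% = cells with vehicle only and 100% = reference agonist; strong numbers were not always called active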
V-ATPase pHluor – regulators of yeast V-ATPase proton transport. S. cerevisiae, pHLuorin cytosolic pH fluorescence. response, % at 10 µM. actives 0.37% (n = 350,000). AID 504577; in the data active means response mostly above about 7.3%, no sharp cut-off; inactive means mostly below about 5.4%; further: actives read high; inactives centre near 0; some compounds called inactive have numbers as strong as hits; reference of the scale not given here
MOR-DOR ag – OPRM1-OPRD1 heterodimerization agonism. P35372+P41143. cells, luminescence. activation, % at 9.3 µM. actives 0.3% (n = 340,000); in the data active means activation above about 18%;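 further: 0% = vehicle-treated cells and 100% = reference agonist; values of inactives mirror those of a sister screen read the other way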
RTF Ca sens act – cardiac RTF calcium sensitization. IANBD-labeled TnC RTF fluorescence at EC20 calcium; 0% EC20 calcium, 100% full calcium. activation, % at 7.2 µM. actives 0.24% (n = 340,000). AID 493008;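 active means activation above the mean over all tested compounds plus 3 SD, cut at about 30% in these data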;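 further: rise in fluorescence read as greater calcium sensitivity of cardiac thin filaments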
RTF Ca sens inh – cardiac RTF calcium desensitization. P19429+P45379. IANBD-labeled cardiac RTF, Ca2+ fluorescence. inhibition, % at 7.15 µM. actives 0.12% (n = 340,000);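 active means inhibition above the mean inhibition of all tested compounds plus 3 SD, cut at about 17% in these data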;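 further: assay run at fixed EC70 calcium of 1.6 mM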
CAL PDZ FP – blocks peptide binding to the human CAL PDZ domain | Q9HD26 | actives 0.92% (n = 300,000) | AID 602252 | inhibition, % at 24.9 µM | purified CAL PDZ, TMR-peptide fluorescence polarization, 1 h;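 active means mean inhibition of at least 30% with at least half of replicates also reaching 30%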;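 further: 0% = DMSO neutral control and 100% = excess unlabeled competitor peptide PRC23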
Keap1-Nrf2 PPI – disrupts human Keap1 binding to Nrf2 peptide. actives 0.15% (n = 340,000). inhibition, % at 9.4 µM. Q14145. Keap1 Kelch-Nrf2 peptide fluorescence polarization, 1536-well; in the data active means inhibition above about 12%;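 further: human Keap1 Kelch domain with fluorescein labeled Nrf2 9mer peptide probe; 0% = neutral control wells and 100% = peptide positive control; higher means more block of Keap1 binding to Nrf2 peptide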
Target sequence (Q14145 whole entry, looked up, the tested form may be a part): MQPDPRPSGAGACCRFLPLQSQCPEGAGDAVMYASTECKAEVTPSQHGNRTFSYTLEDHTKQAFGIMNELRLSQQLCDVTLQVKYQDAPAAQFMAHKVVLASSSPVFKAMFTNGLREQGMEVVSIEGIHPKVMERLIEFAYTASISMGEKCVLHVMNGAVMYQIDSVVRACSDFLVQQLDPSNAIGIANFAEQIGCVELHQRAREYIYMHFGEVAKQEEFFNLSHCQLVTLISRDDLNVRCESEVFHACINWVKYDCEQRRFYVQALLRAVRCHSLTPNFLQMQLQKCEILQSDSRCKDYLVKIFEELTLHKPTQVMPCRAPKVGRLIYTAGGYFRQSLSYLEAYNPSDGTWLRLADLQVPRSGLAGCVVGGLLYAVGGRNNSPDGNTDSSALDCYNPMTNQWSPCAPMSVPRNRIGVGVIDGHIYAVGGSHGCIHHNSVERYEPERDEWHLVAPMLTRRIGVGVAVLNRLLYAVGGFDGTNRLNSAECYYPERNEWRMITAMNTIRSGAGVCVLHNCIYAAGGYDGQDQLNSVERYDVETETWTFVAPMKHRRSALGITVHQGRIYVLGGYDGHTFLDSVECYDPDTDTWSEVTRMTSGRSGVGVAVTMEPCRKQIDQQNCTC
Numbers without * were called inactive; / = no result given.

1) CCOC(=O)c1ccc(-n2c(CCC(=O)O)ccc2-c2ccc(F)cc2)cc1
2) COCCSc1ccccc1C(=O)NCc1cccnc1
3) COc1ccc(C2=CC(=O)C[C@H](c3ccc(OC)c(OC)c3)C2)cn1
4) CCN(CC)S(=O)(=O)c1ccc(Cl)c(NC(=O)c2cc(Cl)cc(Cl)c2)c1
5) COC(=O)c1cc(C(=O)N2CCc3ccccc32)cc([N+](=O)[O-])c1
6) O=C(Nc1ccccc1C(=O)N1CCN(Cc2ccccc2)CC1)c1ccccn1
7) CCCCOc1ccc(C(=O)NCC2(c3ccc(OC)cc3)CCOCC2)cc1
8) COC(=O)c1ccccc1NC(=O)CSc1nncn1-c1ccccn1

compound no.	1	2	3	4	5	6	7	8
LANA DNA inh	3.9	1.0	0.9	-1.5	0.9	-0.6	-1.3	-0.5
HTR5A inv ag	-4	-10	-14	-5	8	-3	13	9
MOR-DOR inv ag	13	-6	15	15	5	15	-2	3
HTR5A ag ctr	1	4	5	2	-2	7	-5	-3
V-ATPase pHluor	-2	-1	3	1	-1	2	0	-1
MOR-DOR ag	-2.3	1.2	-2.6	-2.8	-1.1	-3.7	0.4	-0.5
RTF Ca sens act	-1	9	2	1	-4	1	-6	-1
RTF Ca sens inh	-4	2	6	4	0	-1	6	-9
CAL PDZ FP	-4	-2	-3	/	-1	-19	/	1
Keap1-Nrf2 PPI	-5	2	1	2	2	3	1	3

9) CC(=O)c1ccc(NC(=O)c2cc(C)no2)cc1
10) Nc1c(N(CCO)C(=O)COc2ccc(Cl)cc2)c(=O)[nH]c(=O)n1Cc1ccccc1
11) O=C(O)c1ccc(S(=O)(=O)N2CCC3(CC2)CC(=O)c2ccccc2O3)cc1
12) COc1cc(/C=N/NC(=O)C(C)Nc2n[nH]c(=O)[nH]c2=O)cc(OC)c1O (stereo not drawn)
13) CN(CC(=O)NCc1cccnc1)S(=O)(=O)c1ccccc1
14) C=C(C)COc1ccc(-c2nc(N)ncc2Oc2ccccc2OCC)c(O)c1
15) CSc1ccc(CN2CCC(n3nccc3NC(=O)CCCc3ccccc3)CC2)cc1
16) Cc1sc2ncnc(N3CCC(C(=O)NNC(=O)COc4cccc(C(F)(F)F)c4)CC3)c2c1C

compound no.	9	10	11	12	13	14	15	16
LANA DNA inh	-1.9	-1.2	7.7	0.6	-0.6	1.1	-0.3	/
HTR5A inv ag	-1	8	13	-22	-14	-7	-1	8
MOR-DOR inv ag	20	16	1	10	-10	7	-32	-5
HTR5A ag ctr	0	-3	-4	-2	5	-2	0	-3
V-ATPase pHluor	0	3	2	1	-1	-1	0	2
MOR-DOR ag	-3.9	-3.2	-0.1	-1.9	2.0	-1.6	6.4	1.0
RTF Ca sens act	0	4	-7	-1	4	2	-4	-15
RTF Ca sens inh	-6	-10	-1	-2	0	0	-4	-7
CAL PDZ FP	-1	-1	-1	-6	-3	-3	-5	-1
Keap1-Nrf2 PPI	-7	-3	4	1	-3	-1	-2	/

17) Cc1c(C(=O)OCC(=O)Nc2ccc(C(N)=O)cc2)cccc1[N+](=O)[O-]
18) Clc1cccc(-c2nnc3n2CCCCC3)c1
19) COc1cc2cc(CN(CCO)S(=O)(=O)c3ccccc3Cl)c(=O)[nH]c2cc1OC
20) S=C(NCCc1ccccc1)N/N=C/c1ccc(Cl)cc1
21) O=C(Nc1cccc(NC(=O)c2ccc(-c3ccc(Br)cc3)o2)c1)c1ccco1
22) COc1cccc(CC(=O)OCC(=O)NC(C)c2ccc(F)cc2)c1 (stereo not drawn)
23) Cn1c(-c2sc3cc(C(F)(F)F)cnc3c2-c2ccccn2)n[nH]c1=S
24) O=C(NCc1cccnc1)c1cccc(S(=O)(=O)N2CCCC2)c1

compound no.	17	18	19	20	21	22	23	24
LANA DNA inh	0.4	0.7	0.9	0.1	-1.5	2.4	0.5	-1.2
HTR5A inv ag	12	-16	3	-3	-10	16	/	-10
MOR-DOR inv ag	2	11	-1	-6	-7	9	/	13
HTR5A ag ctr	3	6	-4	-2	4	0	/	-4
V-ATPase pHluor	3	-1	0	2	-2	0	-1	1
MOR-DOR ag	-0.2	-2.1	0.1	1.1	1.6	-2.4	/	-2.4
RTF Ca sens act	0	-1	6	0	4	2	/	-7
RTF Ca sens inh	3	10	-27	1	-7	-7	/	-1
CAL PDZ FP	1	7	-3	-5	-1	-2	4	-3
Keap1-Nrf2 PPI	-1	-2	4	-1	-5	-8	-5	-3

25) O=C(NCCCN1CCCC1=O)c1cccc(NS(=O)(=O)c2ccccc2)c1
26) CCOC(=O)c1c(-c2ccccc2)nc2c(C)cccn12
27) CC1CCN(C(=S)c2ccc(O)cc2)CC1
28) Cc1ccc(S(=O)(=O)CC(CN2CCCCC2)N2CCCCC2)cc1 (stereo not drawn)
29) N#Cc1ccc(-c2ccc(OCC(O)CN3CCCCC3)cc2)cc1 (stereo not drawn)
30) Cc1ccc(NC(=O)CNC(=O)c2cccc(Cl)c2)nc1
31) O=C(NCc1cccc(Br)c1)C1CC2Cn3c(nc4ccccc43)C2N1Cc1ccccc1 (stereo not drawn)
32) Cc1cc(C(=O)CSc2nnc(-c3cccs3)n2Cc2ccccc2)c(C)n1C

compound no.	25	26	27	28	29	30	31	32
LANA DNA inh	-1.2	-1.7	1.0	-0.6	-2.1	-0.6	-3.6	0.2
HTR5A inv ag	-14	7	-9	-1	10	-10	-23	-3
MOR-DOR inv ag	14	2	12	-14	-5	12	-2	11
HTR5A ag ctr	-7	-2	4	2	-3	1	0	1
V-ATPase pHluor	4	0	-4	-3	0	4	-10	1
MOR-DOR ag	-2.2	-0.5	-2.7	2.1	1.2	-2.3	0.5	-2.0
RTF Ca sens act	-2	1	-4	4	-4	-1	-4	3
RTF Ca sens inh	-6	3	2	-1	8	-2	-6	-12
CAL PDZ FP	-2	-1	/	-4	-3	6	1	/
Keap1-Nrf2 PPI	3	-3	2	-13	3	1	-3	-6

33) O=C(NCc1cccnc1)Nc1ccc(Br)cc1Cl
34) COc1ccc(Cl)cc1NC(=O)CN(C)C(=O)CNC(=O)C12CC3CC(CC(C3)C1)C2
35) CC(OC(=O)c1nc(Cl)ccc1Cl)C(=O)c1ccccc1 (stereo not drawn)
36) CCn1c(SCC(=O)N2c3ccccc3Sc3ccccc32)nc2c1c(=O)n(C)c(=O)n2C
37) c1ccc2nc(N3CCOCC3)cnc2c1
38) Cc1sc(NC(=O)/C=C/C(=O)O)c(C(N)=O)c1-c1ccc(C(C)(C)C)cc1
39) CC1CCCN(c2ncnc3c2cnn3-c2ccc(Cl)cc2)C1 (stereo not drawn)
40) CO/N=C(/CNC(=O)c1ccc(F)cc1)c1ccc(Cl)cc1

compound no.	33	34	35	36	37	38	39	40
LANA DNA inh	-0.8	-1.2	1.1	-1.1	13	-0.2	1.0	0.4
HTR5A inv ag	21	2	4	6	2	7	-34	-25
MOR-DOR inv ag	11	4	17	-6	10	22	-20	15
HTR5A ag ctr	-8	10	-1	3	-1	-4	13	0
V-ATPase pHluor	2	-6	2	-2	1	1	-5	-11
MOR-DOR ag	-2.6	-0.9	-3.1	1.2	-1.9	-3.9	3.5	-2.6
RTF Ca sens act	3	-1	5	-2	5	-7	-4	10
RTF Ca sens inh	-4	-9	-5	-5	-11	11	-3	-2
CAL PDZ FP	-3	2	-1	/	-2	-1	/	-4
Keap1-Nrf2 PPI	2	5	1	0	0	2	2	-1

Three compounds out of the list above, ordered by the number in MOR-DOR inv ag, falling.
| # | Molecule | MOR-DOR inv ag |
| --- | --- | --- |
| 40 | CO/N=C(/CNC(=O)c1ccc(F)cc1)c1ccc(Cl)cc1 | 15 |
| 37 | c1ccc2nc(N3CCOCC3)cnc2c1 | 10 |
| 36 | CCn1c(SCC(=O)N2c3ccccc3Sc3ccccc32)nc2c1c(=O)n(C)c(=O)n2C | -6 |

Profiles, looked up by structure.
COc1ccc(C2=CC(=O)C[C@H](c3ccc(OC)c(OC)c3)C2)cn1 in the list: LANA DNA inh = 0.9; HTR5A inv ag = -14; MOR-DOR inv ag = 15; HTR5A ag ctr = 5; V-ATPase pHluor = 3; MOR-DOR ag = -2.6; RTF Ca sens act = 2; RTF Ca sens inh = 6; CAL PDZ FP = -3; Keap1-Nrf2 PPI = 1
Clc1cccc(-c2nnc3n2CCCCC3)c1 in the list: LANA DNA inh = 0.7; HTR5A inv ag = -16; MOR-DOR inv ag = 11; HTR5A ag ctr = 6; V-ATPase pHluor = -1; MOR-DOR ag = -2.1; RTF Ca sens act = -1; RTF Ca sens inh = 10; CAL PDZ FP = 7; Keap1-Nrf2 PPI = -2

(further entries)
41) Cc1ccc(CNC(=O)CSc2nnc3c(n2)[nH]c2ccccc23)cc1
42) Cn1c(SCC(=O)N(Cc2ccccc2)C(C)(C)C)nc2ccccc21
43) Cc1ccccc1NC(c1cccc(Cl)c1)c1nnnn1C1CCCCC1 (stereo not drawn)
44) Cc1cccc(N2CCN(Cc3nc(C4CC4)no3)CC2)n1
45) Cc1ccc(S(=O)(=O)N2CCN(CC(=O)Nc3ccc(N4CCOCC4)cc3)CC2)cc1C
46) C[C@H](CO)N1C[C@H](C)[C@@H](CN(C)S(=O)(=O)c2cccs2)Oc2c(NC(=O)c3ccncc3)cccc2C1=O
47) CN(Cc1ccccc1)C(=O)COC(=O)c1ccccc1NS(=O)(=O)c1cccc(N)c1
48) CN(C)CCCN(C(=O)c1cccs1)c1nc(-c2ccccc2)cs1

compound no.	41	42	43	44	45	46	47	48
LANA DNA inh	0.3	0.8	0.3	7.3	-1.8	2.4	-1.6	-1.2
HTR5A inv ag	-19	0	-7	-8	-2	2	9	-11
MOR-DOR inv ag	5	0	0	15	4	7	-14	-3
HTR5A ag ctr	1	0	0	3	3	-2	4	2
V-ATPase pHluor	2	2	3	3	3	-1	-2	2
MOR-DOR ag	-0.8	-0.1	0.1	-3.0	-0.7	-1.2	2.2	0.5
RTF Ca sens act	-5	2	-5	-6	-6	1	8	1
RTF Ca sens inh	-32	-1	-15	4	2	-9	-6	-9
CAL PDZ FP	-1	/	-2	2	/	0	5	-2
Keap1-Nrf2 PPI	-4	1	0	4	-2	-4	-9	0

49) COc1ccc(N(CC(=O)NCCC2=CCCCC2)S(=O)(=O)c2ccccc2F)cc1
50) CCCCC[C@H]1CN(CCCC)C(=O)[C@@H]1CC(=O)NCc1ccc(OC)cc1
51) COc1cc(OC)c(S(=O)(=O)Nc2ccc(C(=O)N3CCCC3)cc2)cc1NC(C)=O
52) CCOc1ccccc1/C=C/c1onc(C)c1S(=O)(=O)N1CCC(C(=O)NC)CC1
53) COC(=O)CCCC1=CC2=CC(=O)C(C)(OC(=O)c3cccs3)C(=O)C2=CN1C1CCCC1 (stereo not drawn)
54) O=c1c2sccc2nc(SCc2cc(=O)n3cc(Cl)ccc3n2)n1Cc1ccccn1
55) CCC(C)NC(=O)CCCc1ccccc1 (stereo not drawn)
56) O=[N+]([O-])c1ccc(N=Cc2ccc(Br)c([N+](=O)[O-])c2)cc1

compound no.	49	50	51	52	53	54	55	56
LANA DNA inh	0.4	1.7	0.0	-0.8	-0.4	-0.5	-0.2	-0.3
HTR5A inv ag	-4	-4	-39	1	2	-6	-35	4
MOR-DOR inv ag	-24	-10	12	8	-26	8	7	0
HTR5A ag ctr	2	2	-1	0	-3	2	15*	6
V-ATPase pHluor	-2	-16	-1	0	-4	-3	-1	-1
MOR-DOR ag	4.6	2.1	-2.5	-1.6	4.7	-1.6	-1.7	0.0
RTF Ca sens act	7	4	1	1	2	-1	-4	-1
RTF Ca sens inh	1	-7	-4	-1	-13	13	-1	8
CAL PDZ FP	-4	-1	5	/	-1	-5	7	-1
Keap1-Nrf2 PPI	-8	-3	-4	-3	-4	1	-1	1
